Shiga inhibitor = inhibitors of Shiga toxin in Vero cells; 9.2% of 290,000 active; Vero cells, Shiga toxin protein synthesis inhibition reporter; inhibition, % at 38.7 µM; in the data active = inhibition mostly above about 28%, no sharp cut-off; inactive = mostly below about 43%; note: 0% is about no effect
CHX counter = counter-screen hit for Shiga toxin inhibitors, cycloheximide. max response, %. cell reporter, cycloheximide protein synthesis inhibition counterscreen. 12% of 300,000 active; in the data active = max response mostly above about 13%, no sharp cut-off; inactive = mostly below about 14%; note: read at 38.3 µM for the half of the compounds with a filed dose; 0% is about no effect
FBPA Giardia inh = inhibitors of Giardia lamblia fructose-1,6-bisphosphate aldolase. A8B2U2. purified Giardia FBPA. Potency, µM (top dose mostly 59.6 µM), for inactives: at the highest dose activity, negative = inhibition, most hits filed as inhibitors. 0.71% of 290,000 active; note: potency is the fitted concentration of half-maximal effect; % is set by controls: 0 for no effect and ±100 for the full control effect; nearly all actives have a fitted effect of over 55% in size
Target sequence (A8B2U2 whole entry, looked up): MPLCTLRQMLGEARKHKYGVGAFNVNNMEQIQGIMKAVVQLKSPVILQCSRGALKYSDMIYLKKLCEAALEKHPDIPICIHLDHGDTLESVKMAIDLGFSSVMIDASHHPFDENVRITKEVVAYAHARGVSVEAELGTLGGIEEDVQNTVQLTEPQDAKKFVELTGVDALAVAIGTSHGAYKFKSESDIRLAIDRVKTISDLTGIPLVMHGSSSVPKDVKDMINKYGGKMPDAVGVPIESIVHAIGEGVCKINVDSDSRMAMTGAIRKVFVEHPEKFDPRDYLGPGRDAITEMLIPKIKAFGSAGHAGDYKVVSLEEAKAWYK
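Giardia FBPA (40 nM reagent) was preincubated 10 min at RT with compound (up to 57.5 uM final), then substrate plus GAPDH/TPI/NAD/arsenate coupling system with diaphorase/resazurin was added; resorufin fluorescence (525/598 nm) was read after 20 min.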
Sm TGR inh = blocks Schistosoma mansoni thioredoxin glutathione reductase | Q962Y6 | purified TGR, DTNB reduction, TNB absorbance 405 nm | Potency, µM (series often up to 114 µM), for inactives: at the top dose activity change, negative = inhibition, usual class: inhibitors | 3% of 360,000 active | AID 485364; note: potency is the fitted concentration of half-maximal effect; % is set by controls: 0 for no effect and ±100 for the full control effect; nearly all actives have a fitted effect of over 60% in size
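TGR 20 nM + NADPH 100 uM (dispensed conc.), cpd preinc 15 min RT; start with NADPH (500 uM addition) then DTNB (15 mM addition). Kinetic TNB absorbance, 405 nm filter. Four-parameter Hill fit across titration.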
Pf growth 96h = inhibits malaria parasite growth, 96 h. P. falciparum luciferase reporter growth, 96 h. Potency, µM (highest dose often 28.7 µM), for inactives: top-dose activity change, negative = inhibition, most hits filed as inhibitors. 6.9% of 320,000 active. AID 504834; note: potency is the fitted concentration of half-maximal effect; % is set by controls: 0 for no effect and ±100 for the full control effect
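Readout is luminescence from an integrated firefly luciferase in P. falciparum. Red cells, 2% hematocrit and 0.05% parasitemia final, were cultured with compound through two parasite generations (96 hours) at 37 C, 5% CO2.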
Pf growth 48h = P. falciparum growth inhibition at 48 hours (one generation); P. falciparum luciferase growth in erythrocytes, 48 h; Potency, µM (highest dose often 28.7 µM), for the others: at the top dose activity change, negative = inhibition, most hits filed as inhibitors; 5.9% of 310,000 active; note: potency is the fitted concentration of half-maximal effect; % is set by controls: 0 for no effect and ±100 for the full control effect
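Cell-based growth assay: transgenic P. falciparum expressing firefly luciferase, cultured in red cells within RPMI 1640 containing 0.5% w/v Albumax, 24 mM bicarbonate and gentamycin. A drop in luciferase activity indicates inhibition.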
Starred values were filed as active, the others as inactive; ? = inconclusive; · = not tested or not shown; & = joins results of further samples; [ ] = remark or other dose. Unless noted, calls come from the whole dose curve; as a rule, active = well fitted curve in the direction sought with a large enough effect; inconclusive = small, poorly fitted or top-dose-only effect, or another doubt; inactive = no such curve, though single readings can be large; an effect the other way counts as inactive or inconclusive.

cpd	molecule	Sm TGR inh	CHX counter	FBPA Giardia inh	Pf growth 48h	Shiga inhibitor	Pf growth 96h
1	Cc1ccc(S(=O)(=O)NC(=O)Nc2cccc(C)n2)cc1	8.7%	7.5	1.0%	30.2%[activator]	-5.7	37.9%[activator]
2	CSCCC(N=Cc1c(O)n(-c2ccc(F)cc2)c(=O)[nH]c1=O)C(=O)O (configuration not stated)	-29.9%	6.1	-1.2%	-20.2%	1.1	26.8%
3	O=C(Nc1ccccc1OC(F)F)c1oc2ccccc2c1COc1ccccc1	6.8%	11.6	3.1%	17.1%	-3.2	34.8%[activator]
4	O=C(CN(C(=O)Cn1nnc(-c2ccc(F)cc2)n1)C1CCCC1)NC1CCCC1	-0.3%	-3.9	4.2%	-28.6%	11.9	19.3%
5	COc1ccc2cc(-c3[nH]ncc3CN3CCCN(c4ccccc4)CC3)ccc2c1	-23.0%	16.4*	-0.8%	-5.8%	17.5	?
6	COc1cc(NC(=O)CN2CCN(CC(=O)Nc3ccccc3OC)CC2)cc(OC)c1	-24.6%	1.8	-9.8%	-19.5%	-6.9	9.0%
7	CCCCNC(=O)CN(c1cccc(F)c1)S(C)(=O)=O	0.0%	-2.3	3.1%	11.9%	-3.5	5.4%
8	Cc1ccc(NC(=O)C(C)OC(=O)c2n[nH]c3ccccc23)cc1 (configuration not stated)	4.9%	·	·	2.8%	·	13.0%
9	CCOC(=O)/C(C#N)=N/Nc1ccccc1C#N	1.8%	-2.6	-14.4%	-2.8%	-15.1	19.9%
10	CCOc1cccc(C(c2c(C)n(C)n(-c3ccccc3)c2=O)c2c(C)n(C)n(-c3ccccc3)c2=O)c1OC	3.7%&3.9%	-7.5	-3.8%	-3.2%[0.00184 µM]	17.1	?
11	O=C(NC(=S)Nc1ccccn1)c1cncc(Br)c1	2.0%	41.3*	-25.9%	32.8%[activator]	25.1	-7.4%
12	Cc1nn(-c2ccccc2)c(N2CCCC2)c1/C=N/NC(=O)c1ccccc1O	-4.8%	12.1	3.8%	8.28µM*	44.4	13.1µM*
13	O=C(Cn1c(C(F)(F)F)nc2ccccc21)N/N=C/c1ccco1	-27.2%	8.4	-0.9%	23.3%	12.7	50.9%[5.75 µM]
14	Cc1ccc(-c2nn(-c3ccccc3)cc2C2CC(c3cccs3)=NN2C(=O)CCC(=O)O)cc1 (configuration not stated)	5.0%	-2.4	14.4%	·	-9.2	?
15	O=C(COC(=O)c1ccc2ncsc2c1)NCc1cccc(Cl)c1	14.9%	·	·	101.0%[activator]	·	87.1%[activator]
16	S=C(Nc1ccccc1Cl)N1CCC(c2ccccc2)C1 (configuration not stated)	-0.9%	44.3*	4.9%	201.6%[activator]	130.9*	7.9%
17	CCN(Cc1ccc(OC)c(F)c1)C(=O)/C=C/c1ccc(S(=O)(=O)N2CCOCC2)cc1	-1.7%	·	·	10.4µM*	·	9.28µM*
18	O=S(=O)(c1cccc(-c2cn3ccccc3n2)c1)N1CCCCC1	-4.8%	-2.0	·	6.3%	-2.3	?
19	COc1ccc(OC)c([C@H](O)CNC(=O)CN)c1	·	·	0.4%[21.7 µM]	-6.2%[12.8 µM]	·	-3.1%[12.8 µM]
20	O=C(NCc1ccc(Cl)cc1)C1CCCN(C(=O)c2ccc(Cl)cc2)C1 (configuration not stated)	-12.6%	·	·	?	·	?

Copied from the list.
Result of `CCCCNC(=O)CN(c1cccc(F)c1)S(C)(=O)=O` in Pf growth 48h: 11.9%
Result of `Cc1ccc(-c2nn(-c3ccccc3)cc2C2CC(c3cccs3)=NN2C(=O)CCC(=O)O)cc1` (configuration not stated) in FBPA Giardia inh: 14.4%
Result of `O=C(Nc1ccccc1OC(F)F)c1oc2ccccc2c1COc1ccccc1` in Pf growth 96h: 34.8%[activator]

The listing picks up; the two compounds before the break are reprinted first.
cpd	molecule	Sm TGR inh	CHX counter	FBPA Giardia inh	Pf growth 48h	Shiga inhibitor	Pf growth 96h
19	COc1ccc(OC)c([C@H](O)CNC(=O)CN)c1	·	·	0.4%[21.7 µM]	-6.2%[12.8 µM]	·	-3.1%[12.8 µM]
20	O=C(NCc1ccc(Cl)cc1)C1CCCN(C(=O)c2ccc(Cl)cc2)C1 (configuration not stated)	-12.6%	·	·	?	·	?
21	Cc1ccc(-n2c3c(c(=O)[nH]c2=O)C(NS(=O)(=O)c2ccc(C)cc2)(C(F)(F)F)C(=O)N3)cc1 (configuration not stated)	9.3%&1.3%	-2.9	-10.5%	?	-10.8	244.9%[activator]
22	C/C(=N\NC1=NCCN1)c1ccccc1	11.0%	0.5	0.8%	-29.7%	-0.5	?
23	CC(C)N(NC(=O)c1cccc2ccccc12)C(C)C	-3.2%	-0.6	3.0%	23.8%	17.5	33.6%[activator]
24	N#Cc1cc(Sc2ccccn2)c([N+](=O)[O-])cc1C#N	35.5µM*	8.3	?	3.7µM*	-10.3	69.2%[activator]
25	CC[C@H](C)[C@H](NC(=O)CNC(=O)COc1cc2c(c3oc(=O)cc(C)c13)CCC(C)(C)O2)C(=O)O	4.5%	-5.3	-8.1%	-10.9%	-4.0	-19.3%
26	CC(=O)c1ccc([N+](=O)[O-])cc1	-30.3%	·	·	20.5%	·	45.2%[activator]
27	COc1cc(C2CC(C(F)(F)F)n3ncc(C(=O)O)c3N2)cc(OC)c1OC (configuration not stated)	5.5%	2.7	-13.9%	5.3%	-18.9	6.3%
28	CC(C)(C)CN1CCC(Oc2cccc(C(=O)NCCCOc3cccnc3)c2)CC1	-5.5%	-3.0	·	?	-5.3	54.4%[activator]
29	CCc1ccc(NS(=O)(=O)c2ccc3[nH]cc(C(=O)N4CCCCC4)c(=O)c3c2)cc1	6.9%	1.5	?	16.7%	13.5	17.6%
30	c1ccc2c(c1)oc1c(N3CCOCC3)ncnc12	-23.8%	9.8*	12.5%	44.9%[activator]	3.2	?
31	O=C(/C=C/c1ccc(Cl)c([N+](=O)[O-])c1)Nc1cccnc1	-0.7%	12.5	2.9%	?	17.4	?
32	COc1ccc(-c2nc(CC(=O)O)cs2)cc1	0.0%	-0.8	4.5%	·	-5.1	41.9%[activator]
33	CC(C)NC(=O)N1CC(c2ccccc2)C(c2ccc(Cl)cc2)=N1 (configuration not stated)	-0.6%	-1.4	-0.1%	?	·	?
34	O=C(CCNC(=O)N1CCn2c1nc1ccccc12)NCc1ccccc1	-1.6%	0.9	·	-5.4%	-5.2	7.5%
35	O=C(Nc1cc(Cl)ccc1Oc1ccccc1)c1cnccn1	0.3%	-3.4	1.0%	·	-7.7	?
36	Cn1c(SCC(=O)c2ccc(O)c(O)c2)nnc1-c1cccs1	-13.9%	26.0*	5µM*	?	11.3	?
37	CCS(=O)(=O)N1CCC(C(=O)NCCc2ccc(OC)c(OC)c2)CC1	-8.5%	-3.4	11.2%	3.1%	-9.0	8.4%
38	C(=N\c1nc2ccccc2n1CCN1CCCCC1)/c1ccc2c(c1)OCO2	10.2%	-0.4	7.8%	?	7.0	?
39	CCCCOc1ccc(Cc2c(O)nc(SC)[nH]c2=O)cc1	4.7%	-2.2	-10.7%	11.8%	·	-6.7%
40	O/N=C\c1cnc(N2CCN(c3ccccc3)CC2)s1	5.3%	42.1*	10.0%	66.2%[activator]	67.6*	116.9%[activator]
41	CN(C)CCCn1cnc2c(c1=N)C(c1ccccc1)c1ccc3ccccc3c1O2 (configuration not stated)	-3.0%	-7.6	3.7%	1.47µM*	-15.0	2.08µM*
42	COC(=O)c1cccc(C(=O)N2CCCC(C(=O)c3cc(F)ccc3F)C2)c1 (configuration not stated)	-0.1%	-1.1	5.0%	-16.2%	-7.1	27.6%
43	CCOC(=O)c1ccc(N=Cc2c(O)n(-c3ccc(OC)cc3)c(=S)[nH]c2=O)cc1	27.3%	-1.7	-10.3%	0.0%	18.9	33.3%
44	CCOC(=O)C1=C(C)NC(=O)NC1c1ccc(OC(=O)c2ccco2)c(OC)c1 (configuration not stated)	11.6%	-5.0	6.6%	1.1%	9.7	?
45	CCOc1ccc(NC(=O)C2CCCN(c3c(CC)c(C)nc4ncnn34)C2)cc1 (configuration not stated)	1.4%	8.9	4.9%	?	29.0	92.5%[activator]
46	Cc1ccc(NC(=O)c2c([N+](=O)[O-])c(C(C)(C)C)nn2C)c(C)c1	4.1%	-1.7	-2.7%	?	-4.1	?
47	CC(=O)NS(=O)(=O)c1ccc(NC(=O)CCC(=O)Oc2ccc(C)cc2)cc1	-1.2%	-7.3	3.4%	24.9%	-14.8	-23.4%
48	O=C(CCN1CCCCC1)Nn1c(=S)[nH]c2ccccc2c1=O	-0.1%	-1.3	22.3µM*	5.1%	-5.5	0.0%
49	O=C(NCc1cccnc1)C1CCN(S(=O)(=O)N2CCC3(CC2)OCCO3)CC1	3.5%	-2.1	0.4%	4.7%	-6.4	53.2%[activator]
50	O=C(Nc1nc2c(Br)cc(Br)cc2c(=O)s1)c1ccco1	-14.5%	-0.8	6.2%	4.9%	-1.7	15.8%
51	O=C(CSc1nnc(-c2ccc(F)cc2)o1)N1CCCC1	-10.2%	16.4*	·	84.2%[activator]	33.6	?
52	Cc1ccc(C(=O)OCC(=O)Nc2cccc(S(=O)(=O)N3CCCCC3)c2)o1	3.8%	·	·	?	·	-22.2%
53	Cc1ccc(NC(=O)c2ccc(Cl)c(S(=O)(=O)N3CCCC3)c2)nc1	2.0%	·	·	?	·	?
54	COc1cc(/C=N\NC(=O)c2ccc(C)nc2)ccc1OC(=O)c1cccc(F)c1	2.2%	-3.0	2.4%	48.1%[activator]	-2.1	6.9%
55	COc1ccc(CCNC(=O)c2ccc(CS(=O)(=O)c3ccc(Cl)cc3)o2)cc1OC	-28.7%	-0.8	-2.6%	-48.0%	-0.7	10.4µM*
56	CCn1nc(CC(=O)Nc2nnc(CC(=O)N3CCCC3)s2)c2ccccc2c1=O	19.3%	4.7	1.5%	18.5%	24.1	0.0%
57	O=C(NCc1ccco1)c1cccn2c(=O)c3cc4ccccc4cc3nc12	0.0%	29.0*	?	·	5.6	?
58	COc1cccc(NC(=O)COc2cc(O)c3c(c2)OC(C)(C)CC3=O)c1	2.7%	23.9*	3.6%	42.1%[activator]	24.6	-14.1%
59	CCC/C(O)=C1\C(=O)CC(c2ccccc2)CC1=NC(C)C(=O)O (configuration not stated)	-7.8%	-2.9	5.4%	-21.3%	7.1	14.4%
60	O=C(OCc1cncs1)c1ccccc1Cl	-17.0%	13.2	2.1%	2.6%	16.7	40.8%[activator]
61	COc1ccc(N=C2SC(CC(=O)Nc3ccc(OC)cc3OC)C(=O)N2C)cc1 (configuration not stated)	-3.6%	-1.9	-0.9%	-13.1%	-12.6	4.8%
62	COc1c(Cl)cc(Cl)cc1/C=N/n1cnnc1	-19.3%	-0.8	-3.3%	37.2%[activator]	-9.7	?
63	O=C(CN(C(=O)CSc1nc2ccccc2o1)c1cccc(F)c1)NC1CCCCC1	7.6%	7.6	8.7%	?	18.5	?
64	COc1ccc(NC(=O)CCNC(C)=O)cc1NS(=O)(=O)c1ccc(F)cc1	-1.6%	-5.3	-6.4%	-3.0%	-2.5	·
65	Cn1cc(C(=O)N2CCN(C(=O)c3ccco3)CC2)c2c3ccccc3n(C)c2c1=O	3.7%	-1.3	4.0%	5.9%	-27.1	0.0%
66	COc1ccc(C2CC(c3ccccc3)=NN2C(=O)CCC(=O)O)cc1 (configuration not stated)	-22.5%	-1.6	25.4%	-10.3%	-1.6	-16.6%
67	COc1ccccc1CNC(=O)COC(=O)c1ncc(Cl)c(Cl)c1Cl	-26.1%	·	·	3.9%	·	14.7%
68	CCc1ccc(-c2cc(C)no2)cc1S(=O)(=O)N1CCN(c2ccccc2F)CC1	2.5%	7.0	9.9%	?	-5.0	-29.0%
69	CCCCOc1ccc(/C=C2/Sc3ccccc3C2=O)cc1	-0.1%	7.6	3.1%	?	23.6	3.6%
70	COCc1cc(=O)n2[nH]c(-c3ccsc3-n3c(C)ccc3C)cc2n1	?	-2.1	-28.8%	·	-7.1	-5.9%
